# Assay outcomes deposited in PubChem by several laboratories.
# Glyco luc inh: N-linked glycosylation inhibition; 0.23% of 360,000 active; D54 ERlucT glycosylation luciferase reporter, 24 h; percent of 100 nM tunicamycin response; reporter increase, % at 12.5 µM;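 active = mean luciferase reporter signal, scaled so untreated is 0 and the glycosylation-blocking control 100, at or above a set limit in every replicate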;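 also: luciferase carries N-glycosylation sites so blocking glycosylation raises the light; 0% = median of neutral control wells and 100% = median of 100 nM tunicamycin wells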
# MC4R barr agon: agonists of human melanocortin 4 receptor (MC4R) beta-arrestin | P32245 | U2OS MC4R beta-arrestin complementation, luminescence; percent of melanotan II response, DMSO zero | activation, % at 8.9 µM | 0.98% of 360,000 active;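 active = activation above a per-plate cutoff, the mean activation of sample wells on that plate plus 3 SD, cut at about 8% in these data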
# Target sequence (P32245 whole entry, looked up): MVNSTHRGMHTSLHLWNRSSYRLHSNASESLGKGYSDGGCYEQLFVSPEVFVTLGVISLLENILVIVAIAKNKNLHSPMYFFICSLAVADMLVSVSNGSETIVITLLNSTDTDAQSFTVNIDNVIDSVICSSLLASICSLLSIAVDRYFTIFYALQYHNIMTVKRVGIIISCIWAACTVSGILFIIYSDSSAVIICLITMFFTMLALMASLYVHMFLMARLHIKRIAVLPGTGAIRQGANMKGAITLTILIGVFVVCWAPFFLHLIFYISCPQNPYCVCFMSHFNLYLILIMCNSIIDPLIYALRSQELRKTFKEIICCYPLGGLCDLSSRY
# hiPSC survival: enhancers of human iPSC single-cell survival | hiPSC single-cell survival, ATPlite luminescence; 100% = ROCK inhibitor wells, 0% = DMSO | survival enhancement, % at 20 µM | 0.044% of 360,000 active | AID 602274; in the data active = survival enhancement above about 18%;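 also: cells exposed to compounds for 16 hours before the ATP read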
# Exocytosis inh: lytic granule exocytosis inhibition. TALL-104 LAMP-1 surface exposure, flow cytometry; cells stimulated with thapsigargin and PMA. inhibition, % at 10 µM. AID 651702. 0.66% of 360,000 active;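 active = inhibition above about 55%, limit read from the data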
# H9c2 protect: myocardial damage modulation in H9c2 cells; H9c2 cardiomyocytes, H2O2 injury protection, ATPLite, 2 h; AID 588492; protection from H2O2 cell death, % at 20 µM; 0.63% of 360,000 active;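 active = compounds giving at least 50% protection of heart cells from peroxide-induced death in the single-dose screen, raw or plate-pattern-corrected value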;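 also: 0% = DMSO wells with peroxide and 100% = DMSO wells without peroxide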
# m5-HT2A agonist: activates the mouse 5-HT2A serotonin receptor; P35363; CHO-K1 mHTR2A beta-arrestin complementation, luminescence; percent of 30 µM serotonin response; activation, % at 7.6 µM; 0.66% of 360,000 active; AID 624169;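 active = activation above a run cutoff, the mean activation of all tested compounds plus 3 SD, cut at about 14% in these data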;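 also: 0% = plate median of compound wells and 100% = 30 µM serotonin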
# Target sequence (P35363 whole entry, looked up): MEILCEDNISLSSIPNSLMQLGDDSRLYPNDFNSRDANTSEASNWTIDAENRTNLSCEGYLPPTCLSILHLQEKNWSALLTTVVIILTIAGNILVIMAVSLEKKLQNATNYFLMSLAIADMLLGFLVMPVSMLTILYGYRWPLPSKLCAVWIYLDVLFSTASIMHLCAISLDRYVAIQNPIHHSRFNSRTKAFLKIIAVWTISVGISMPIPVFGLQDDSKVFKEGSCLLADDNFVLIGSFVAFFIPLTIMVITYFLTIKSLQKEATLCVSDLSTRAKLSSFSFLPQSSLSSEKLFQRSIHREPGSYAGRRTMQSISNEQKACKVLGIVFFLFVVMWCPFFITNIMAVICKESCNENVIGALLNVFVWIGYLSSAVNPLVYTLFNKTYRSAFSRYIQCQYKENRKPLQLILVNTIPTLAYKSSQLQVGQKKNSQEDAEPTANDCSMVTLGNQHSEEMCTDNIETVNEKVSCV
# ABHD5 PLIN5 PPI: inhibitors of human ABHD5-perilipin-5 interaction | Split G. princeps luciferase complementation, luminescence, 4 h | inhibition, % at 4 µM | 0.78% of 360,000 active;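 active = inhibition above the mean inhibition across every tested compound plus 3 SD, cut at about 22% in these data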;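 also: 0% = DMSO only wells and the 100% control is not disclosed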
# ABCB6 inh MLPCN: human ABCB6 transporter inhibition. Q9NP58. K562-ABCB6 porphyrin accumulation, flow cytometry, 1 h; active compounds read low. fluorescence ratio to DMSO, % at 10 µM. 0.19% of 360,000 active. AID 602162;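 active = fluorescence ratio to DMSO below 75%, the collection mean minus 3 SD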;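 also: signal is porphyrin accumulated inside mitochondria; 100% equals median channel fluorescence of DMSO control wells; lower ratio means ABCB6 inhibition with less porphyrin fluorescence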
# MC4R antag cAMP: human MC4R antagonism in cAMP assay; P32245; MC4R-expressing cells, MTII-stimulated cAMP, LANCE TR-FRET; inhibition, % at 6.5 µM; 0.48% of 360,000 active; AID 540295;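 active = inhibition above its plate's cutoff, the mean of tested wells on that plate plus 3 SD, cut at about 29% in these data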;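 also: 0% = Melanotan II alone and 100% = Melanotan II plus saturating MCL0020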
#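 Material: human MC4R-expressing U2OS cells. Probe or stimulus: Melanotan II challenge. Dosing: 6.5 µM single dose. Times: 30-min compound, 1-h challenge, 1-h detection, room temperature. Technique: TR-FRET with Eu-cAMP and labeled anti-cAMP, 671 nm. Replication: singlicate.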
# aDG glyco up: increases alpha dystroglycan glycosylation. AID 624168. activation, % at 10 µM. Pro5-aDG cells, alpha-DG glycosylation AlphaScreen (IIH6); 0% Pro5, 100% B10-LARGE cell signal. 0.22% of 360,000 active;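 active = activation of at least 8% versus controls, or a plate z-score of at least 8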;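 also: Pro5 are CHO cells carrying HIG-tagged alpha-DG that lacks glycosylation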
# The depositor's hits bear a star; / = not tested or not shown.
no.	structure	Glyco luc inh	MC4R barr agon	hiPSC survival	Exocytosis inh	H9c2 protect	m5-HT2A agonist	ABHD5 PLIN5 PPI	ABCB6 inh MLPCN	MC4R antag cAMP	aDG glyco up
1	CC(=O)Nc1nc(NCc2ccccc2Cl)n(-c2ccccc2)n1	2	-0.8	0.7	-13	9	4	-2	99	6	-0.1
2	O=C1COc2cccnc2N1	-1	0.1	1.2	-4	8	0	-2	105	1	-0.2
3	O=C(CCC(=O)N1CCN(c2ccc(F)cc2)CC1)c1ccccc1	1	-0.8	0.1	-2	0	-5	8	103	10	0.5
4	OCC(Cc1ccccc1)Nc1c2ccccc2nc2ccccc12 (stereo unspecified)	15	1.2	-0.6	18	0	-1	-4	101	-13	0.3
5	COc1ccc(-c2cn3cccnc3n2)cc1NC(=O)c1cccs1	0	1.1	0.4	0	8	5	2	100	0	0.1
6	CCc1sc(C(=O)Nc2nc(-c3ccccn3)cs2)cc1C	-2	-2.1	0.8	-1	51*	-5	2	102	-8	2.0
7	O=C(c1ccco1)N1N=C(c2cccs2)CC1c1cc([N+](=O)[O-])ccc1O (stereo unspecified)	4	0.6	-0.5	0	1	-6	1	94	5	-0.1
8	Cc1nc(N2CCOCC2)c2c(C)c(C(=O)Nc3ccc(F)cc3Cl)sc2n1	-1	-0.8	1.1	-1	2	0	-4	97	1	-0.1
9	COc1ccc(S(=O)(=O)NC(C)C(=O)N2CCCCCC2)cc1 (stereo unspecified)	1	-0.7	0.6	-2	3	0	-5	96	9	-0.1
10	Cc1cc(C)c(S(=O)(=O)NCC(c2ccc3c(c2)OCO3)N2CCOCC2)c(C)c1 (stereo unspecified)	0	-2.9	-0.5	-11	-1	5	-3	95	-1	0.2
11	CC1(c2ccc3ccccc3c2)NC(=O)N(CC(N)=O)C1=O (stereo unspecified)	0	0.7	-0.2	9	5	4	1	90	13	0.1
12	COC(=O)C1=C(C)N(C)C(=O)NC1c1ccc([N+](=O)[O-])o1 (stereo unspecified)	3	-2.2	-1.9	6	4	0	3	99	-8	0.3
13	N#Cc1cnn2c(=O)[nH]cnc12	-1	-0.7	-1.3	0	2	4	-3	105	18	-0.3
14	C/C=C/C=C\C(=O)Nc1cccc(C2=NOC3(C2)C[C@@H](C(N)=O)N(C(=O)c2cc([N+](=O)[O-])cc([N+](=O)[O-])c2C)C3)c1 (stereo partly specified)	0	-1.7	-2.9	0	-4	-3	10	89	8	-0.3
15	COc1ccc(-n2nnnc2/C=C/Nc2cc(C(F)(F)F)ccc2OC)cc1	0	-0.1	-0.5	-23	0	0	-2	97	10	0.0
16	O=C(Nc1sccc1C(=O)N1CCOCC1)c1cccnc1	0	-4.1	0.7	4	0	-1	1	102	10	-0.1
17	COc1ccc(NC(=O)CCc2ccccc2)cc1S(=O)(=O)N1CCOCC1	1	-0.2	0.9	8	0	-3	5	94	6	0.0
18	CC(C)CCNC(=O)c1nnc(Cc2ccc(Cl)cc2)o1	4	0.4	2.0	-2	-2	-5	2	103	10	0.1
19	CC(C)C[C@H](NC(=O)[C@@H](Cc1ccccc1)n1c(=O)[nH]c2ccccc2c1=O)C(=O)N[C@@H](Cc1ccccc1)C(=O)O	1	0.9	-0.5	3	4	-1	-7	97	21	0.1
20	CSc1ccccc1NC(=O)c1ccoc1C	3	1.4	3.3	-3	2	1	6	91	3	0.1
21	CCCCCCn1c(SCC(=O)NC2CCS(=O)(=O)C2)nc2ccccc2c1=O (stereo unspecified)	-2	-0.7	-0.6	-6	1	4	-1	101	1	0.0
22	Cc1nc2cccc(C(=O)Oc3ccc([N+](=O)[O-])cc3)c2o1	1	-1.7	-0.6	-1	3	-3	0	92	7	-0.1
23	c1ccc(-c2ccccc2OCc2nnc3n2CCC3)cc1	1	1.5	0.0	-3	3	4	-5	99	-1	0.5
24	CCCC1NC(=O)c2cccnc2-n2c1nc1ccc(Br)cc1c2=O (stereo unspecified)	2	1.9	2.0	1	-3	4	5	93	-3	0.0
25	CC(C)N(CC#CCC(O)(c1ccccc1)c1ccccc1)CCO	-1	2.5	0.5	-1	-2	2	2	100	-13	-0.1
26	O=C(/C=C/c1c(F)cccc1Cl)Nc1ccc(S(=O)(=O)Nc2ncccn2)cc1	0	3.5	0.2	-7	-4	10	0	96	5	0.0
27	CC(C)=CC(=O)Nc1nnc(-c2ccc(F)cc2)s1	-3	3.7	2.4	5	0	2	-1	104	-4	-0.2
28	Cc1cnc(C(=O)Nc2ccc(C)c(S(=O)(=O)N3CCCCC3)c2)cn1	-1	-3.1	-0.4	-1	-3	8	-3	95	5	0.5
29	O=C(NCCCNC(=O)c1ccccn1)c1ccc(Cl)cc1	-2	1.5	-0.4	-10	-2	-3	-9	104	24	-0.1
30	COc1ccc(C(=O)N(C)Cc2ccon2)cc1OC1CCN(C(C)C)CC1	4	-1.2	0.1	-2	5	2	-6	96	10	0.0

# Three entries already listed, ordered by their value in aDG glyco up, largest number first.
item	Structure	aDG glyco up
23	c1ccc(-c2ccccc2OCc2nnc3n2CCC3)cc1	0.5
9	COc1ccc(S(=O)(=O)NC(C)C(=O)N2CCCCCC2)cc1 (stereo unspecified)	-0.1
2	O=C1COc2cccnc2N1	-0.2

# The main list resumes with the six entries that preceded the break.
no.	structure	Glyco luc inh	MC4R barr agon	hiPSC survival	Exocytosis inh	H9c2 protect	m5-HT2A agonist	ABHD5 PLIN5 PPI	ABCB6 inh MLPCN	MC4R antag cAMP	aDG glyco up
25	CC(C)N(CC#CCC(O)(c1ccccc1)c1ccccc1)CCO	-1	2.5	0.5	-1	-2	2	2	100	-13	-0.1
26	O=C(/C=C/c1c(F)cccc1Cl)Nc1ccc(S(=O)(=O)Nc2ncccn2)cc1	0	3.5	0.2	-7	-4	10	0	96	5	0.0
27	CC(C)=CC(=O)Nc1nnc(-c2ccc(F)cc2)s1	-3	3.7	2.4	5	0	2	-1	104	-4	-0.2
28	Cc1cnc(C(=O)Nc2ccc(C)c(S(=O)(=O)N3CCCCC3)c2)cn1	-1	-3.1	-0.4	-1	-3	8	-3	95	5	0.5
29	O=C(NCCCNC(=O)c1ccccn1)c1ccc(Cl)cc1	-2	1.5	-0.4	-10	-2	-3	-9	104	24	-0.1
30	COc1ccc(C(=O)N(C)Cc2ccon2)cc1OC1CCN(C(C)C)CC1	4	-1.2	0.1	-2	5	2	-6	96	10	0.0
31	CCN1C(=O)N[C@@H](CCc2ccccc2)C(C(C)=O)=C1C	3	0.4	-0.7	46	-4	-2	0	103	2	-0.2
32	C/C(=N\OCC(=O)OC(C)C(=O)Nc1ccc(C(N)=O)cc1)c1ccc2c(c1)OCO2 (stereo unspecified)	1	-1.6	0.1	2	-11	-2	-2	93	3	-0.3
33	CSc1ncc(Cl)c(C(=O)Nc2ccccc2Cl)n1	1	6.2	5.4	-11	-5	5	1	107	-7	-0.2
34	CC(C)(C)n1nnnc1C(c1cc2ccccc2o1)N1CCCC1 (stereo unspecified)	/	/	-1.0	-3	/	-4	-2	96	/	-0.2
35	O=C(NCc1ccccc1)c1ccc(-c2ccccc2F)o1	0	-0.9	-1.4	2	-7	-6	-10	94	-5	0.0
36	O=C(COc1ccc(Cl)cc1)N1CCN(S(=O)(=O)c2ccc(Cl)cc2)CC1	-3	4.2	0.8	0	1	3	-9	104	-3	0.1
37	Cc1nnc(N/N=C/c2ccccc2O)n1N	4	-2.6	3.3	4	-1	3	-45	97	-9	-0.4
38	CCN1CCN(C(=O)c2ccc3c(=O)n(CCC4=CCCCC4)c(=O)[nH]c3c2)CC1	-4	0.6	-4.1	2	-4	-10	2	97	0	0.3
39	CCC(C)N1CCN(S(=O)(=O)c2ccc(NC(C)=O)cc2)CC1 (stereo unspecified)	-2	1.5	-1.7	2	8	3	1	99	17	0.9
40	Nc1c(C(=O)NCCN2CCOCC2)c2nc3ccccc3nc2n1CCc1ccccc1	8	0.4	-2.3	15	37	-2	3	100	2	1.1
41	COc1ccc2c(c1)CCc1c(C(=O)NCc3ccco3)noc1-2	0	1.2	-1.9	-1	-8	3	2	120	-6	-0.1
42	COCC(=O)Nc1c(C(=O)Nc2ccccc2OC)oc2ccccc12	2	22*	-1.5	0	7	15*	-4	95	3	0.0
43	CC12CCCC(C(C#N)C(N)=O)(C1)NC(=O)C2C#N (stereo unspecified)	1	-0.7	3.6	-1	0	8	4	93	-4	0.2
44	Cc1nn(CC(=O)NCCC2=CCCCC2)c(C)c1[N+](=O)[O-]	2	-1.2	-0.4	-4	-2	5	3	99	5	0.2
45	CCC1(N(C(C)=O)c2ccc(OC)cc2)C(=O)c2ccccc2C1=O	-2	-1.5	-0.5	8	12	-4	-9	100	-3	-0.2
46	COc1ccc(N/C=C/C(=O)c2ccc(C)cc2)c([N+](=O)[O-])c1	-7	4.4	-2.2	0	-26	-2	2	88	26	0.2
47	Cn1nnc2c[n+](CC(=O)c3ccc4ccccc4c3)cc(Br)c21	-9	-0.3	-0.6	10	3	-3	3	102	9	-0.1
48	CCOC(=O)C1CCCN(C(=O)c2cn(C)c(=O)c3cc(OC)c(OC)cc23)C1 (stereo unspecified)	1	-1.3	0.3	-2	8	0	-10	100	-5	-0.2
49	C=CCN(c1ccc(C(=O)Nc2cccc(C)c2)cc1)S(C)(=O)=O	0	-3.5	0.9	0	-3	-5	1	103	3	-0.1
50	C[C@H](CO)N1C[C@H](C)[C@@H](CN(C)S(=O)(=O)c2ccccc2)Oc2ccc(NC(=O)Nc3ccccc3)cc2C1=O	-1	-1.3	-0.5	-1	76*	2	0	91	8	0.0
51	O=C(CN1CCN(c2ccccn2)CC1)Nc1nc2ccccc2s1	-1	0.5	-0.1	-2	-6	7	2	89	2	0.0
52	CC(C)(C)NC(=O)/C(=C\C=C\c1ccccc1)NC(=O)c1ccc([N+](=O)[O-])cc1	-3	-0.1	3.7	-5	-2	-11	-5	103	-6	0.1
53	CCOC(=O)c1cnn(-c2nc(OC)cc(OC)n2)c1C(F)(F)F	1	-2.1	-0.3	7	7	1	2	107	0	-0.2
54	C[C@H](NC(=O)c1nc[nH]c1C(=O)N[C@@H](C)c1ccccc1)c1ccccc1	0	0.3	0.1	14	-3	0	-6	98	0	0.2
55	COc1ccccc1N1CCN(C(=O)c2cc(-c3ccccc3)nc3c2cnn3C(C)C)CC1	-1	2.9	2.6	-7	-10	3	-2	97	11	-0.4
56	O=C(NC(=S)Nc1ccccn1)c1cncc(Br)c1	0	-2.8	-1.6	-1	-16	-4	-10	86	6	0.0
57	S=C(NCc1ccncc1)Nc1cccc(Cl)c1	-1	0.1	-1.0	3	-5	3	2	96	-4	-0.1
